PKA-R1A activ: activates the PKA-R1A holoenzyme complex. PKA-R1A dissociation, Cy5-IP20 fluorescence polarization; scaled: DMSO 0%, 113 µM cGMP 100%. activation, % at 11.4 µM. P00514+P68181. 340,000 compounds, 0.083% hits. AID 504707;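 active means percent activation above the mean of all tested compounds plus 3 SD, cut at about 19% in these data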;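 further: higher means more PKAc released from R1A so a rise in polarization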
SR-BI DiI inh: blocks mouse SR-BI lipid uptake from DiI-HDL | 320,000 compounds, 0.96% hits | ldlA[mSR-BI] CHO cells, DiI-HDL uptake fluorescence, 3 h | Q61009 | inhibition, % at 12.5 µM | AID 488896;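 active means mean replicate inhibition of at least 70% and a set share of replicates each scoring 70 or more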;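 further: 0% = median of neutral control wells and 100% = median of positive control wells; values of inactives mirror those of a sister screen read the other way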
Target sequence (Q61009 whole entry, looked up): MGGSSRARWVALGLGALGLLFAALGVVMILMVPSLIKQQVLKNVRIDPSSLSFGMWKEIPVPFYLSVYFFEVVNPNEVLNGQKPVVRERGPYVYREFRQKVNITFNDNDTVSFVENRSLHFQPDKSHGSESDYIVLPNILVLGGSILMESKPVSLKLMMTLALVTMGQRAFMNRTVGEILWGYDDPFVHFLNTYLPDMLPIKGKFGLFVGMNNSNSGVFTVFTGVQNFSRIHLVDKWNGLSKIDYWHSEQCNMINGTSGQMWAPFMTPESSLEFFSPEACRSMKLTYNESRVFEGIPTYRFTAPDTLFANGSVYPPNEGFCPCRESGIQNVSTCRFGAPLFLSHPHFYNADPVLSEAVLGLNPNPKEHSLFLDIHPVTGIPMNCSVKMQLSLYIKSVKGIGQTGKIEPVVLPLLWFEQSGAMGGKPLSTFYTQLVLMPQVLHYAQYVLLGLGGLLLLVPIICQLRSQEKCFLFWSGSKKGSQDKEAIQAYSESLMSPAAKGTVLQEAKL
SR-BI DiI-HDL act: activators of SR-BI mediated HDL lipid uptake; AID 504775; 320,000 compounds, 0.096% hits; activation, % at 12.5 µM; CHO ldlA[mSR-BI] cells, DiI-HDL uptake fluorescence, 3 h; 100 = double the neutral-control signal;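 active means mean replicate activation of at least 60% and every replicate at or above 60%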;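 further: 0% = median plate neutral-control signal and 100% = twice that signal; values of inactives mirror those of a sister screen read the other way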
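material = CHO ldlA[mSR-BI] cells | medium = Ham's F12 with 0.5% BSA, HEPES 25 mM, pH 7.4 | reagent = fluorescent DiI-HDL, 10 µg/mL final | compound dosing = single-point compound dose | incubation = 3 h, 37 °C | measured by = bottom-read fluorescence, 550/595 nm | measure = HDL uptake via cellular fluorescence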
MITF TRPM1 HTS: increases MITF-driven TRPM1 promoter luciferase signal; SK-MEL-5 TRPM1-promoter luciferase, 24 h; % of positive control, neutral wells = 0; activation, % at 12.5 µM; 300,000 compounds, 0.75% hits; AID 588334;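 active means mean activation of at least 80% with every replicate also reaching 80%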;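 further: 0% = neutral control wells and 100% = parthenolide positive control wells; values of inactives mirror those of a sister screen read the other way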
PKA-R2B activ: activators of human PKA-R2B complex; P22694+P31323; PKA-R2B holoenzyme dissociation, Cy5-IP20 fluorescence polarization; R2B truncated from residue 108, S112A mutant; 0% DMSO only, 100% 113 µM cGMP; activation, % at 11.4 µM; 340,000 compounds, 0.079% hits;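 active means activation above a cutoff set at the mean over all compounds plus 3 SD, cut at about 18% in these data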;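 further: higher means more holoenzyme dissociation and a rise in polarization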
CDK5 p35 inh: CDK5/p35 (human) kinase inhibition. Recombinant CDK5/p35, ADP-Glo luminescence, 60 min. inhibition, % at 10 µM. 330,000 compounds, 0.01% hits;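 active means highest replicate inhibition of at least 50% and at least 75% of replicates reaching 50%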;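 further: plate controls were DMSO neutral control for no effect and GW8510 at 10 µM for full effect; many of its hits are not listed in these tables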
Pemphigus Ab inh: inhibitors of pemphigus antibody binding to human desmoglein-3. P32926. DSG3-coupled beads, scFv-anti-DSG3-GFP binding, flow cytometry; stronger effect = lower value. binding (percent of control), % at 10 µM. 310,000 compounds, 0.48% hits;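 active means binding more than 3 SD below its plate's average and above zero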; further: some compounds called inactive have numbers as strong as hits
Mot1-301 SUMO: inhibitors of SUMOylation pathway: yeast Mot1-301 growth rescue. S. cerevisiae Mot1-301 growth rescue, ATP luminescence, 38.5C; percent above DMSO median, 100 means doubled. growth rescue, % at 18.8 µM. 320,000 compounds, 1% hits;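 active means every valid replicate shows activation above 250% relative to neutral control wells; inactive means the rest, any valid replicate at or below 250%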;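 further: OY570 slx delta 5 strain wells were the positive control but not used for scaling; some compounds called inactive have numbers as strong as hits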
NSD2 inh: inhibitors of human histone methyltransferase NSD2. NSD2 peptide methylation, AlphaScreen, 120 min. 310,000 compounds, 0.54% hits. O96028. inhibition, % at 12.5 µM; in the data active means inhibition above about 50%
dFosB activator: activators of mouse delta FosB homodimer | P13346 | purified delta FosB, TAMRA-CDK5 oligo fluorescence polarization; percent of positive-control signal above neutral wells | activation, % at 25 µM | 340,000 compounds, 0.99% hits | AID 493131;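 active means mean activation above about 17%, with every replicate also reaching it, limit read from the data, passing the limit was not always enough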;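 further: fluorescence polarization rise as delta FosB binds a TAMRA Cdk5 AP-1 oligo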
Target sequence (P13346 whole entry, looked up): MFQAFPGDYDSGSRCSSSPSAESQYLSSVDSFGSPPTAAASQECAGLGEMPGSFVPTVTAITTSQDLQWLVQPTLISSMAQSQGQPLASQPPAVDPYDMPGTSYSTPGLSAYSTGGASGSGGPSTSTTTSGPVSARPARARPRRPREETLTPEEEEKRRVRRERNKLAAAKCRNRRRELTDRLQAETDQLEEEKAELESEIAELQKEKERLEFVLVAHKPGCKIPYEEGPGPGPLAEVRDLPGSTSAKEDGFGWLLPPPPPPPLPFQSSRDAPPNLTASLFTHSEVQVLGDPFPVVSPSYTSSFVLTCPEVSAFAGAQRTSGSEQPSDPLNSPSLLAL
Arr AP2 block: human beta-arrestin and AP2 interaction inhibition | inhibition, % at 10 µM | 340,000 compounds, 0.31% hits | AID 504490 | FITC-arrestin peptide / GST-AP2 beads, flow cytometry; AP2 beta2 appendage carries R879A mutation;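 active means inhibition above a set limit, near 3 SD of compounds lacking own fluorescence, cut at about 54% in these data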;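 further: plate controls were DMSO wells for no effect and 5 µM unlabelled arrestin peptide for full effect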
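System: GST-AP2 R879A glutathione beads; medium: PBS, Tween 20 0.05%, BSA 0.1%; reagent: fluorescein-tagged arrestin peptide at 50 nM final; schedule: pre-incubation 12 min, peptide binding 1 h, room temperature; detection: flow cytometry, FL1 (488/535 nm); read-out: inhibition as reduced fluorescein signal on beads, percent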
Active calls of the source: *; / = not tested or not shown.

Values run as follows: Pemphigus Ab inh	SR-BI DiI inh	PKA-R1A activ	PKA-R2B activ	NSD2 inh	Arr AP2 block	Mot1-301 SUMO	SR-BI DiI-HDL act	MITF TRPM1 HTS	dFosB activator	CDK5 p35 inh
1) CC1(C)CC2CC(C)(CN2S(=O)(=O)c2cccc(C(N)=O)c2)C1 (stereo not drawn)
    99	-2	-4	-2	2	2	0	2	0	-1	0.0
2) CCC(C)(C)C1CCc2c(sc(NC(=O)c3ccoc3C)c2C(N)=O)C1 (stereo not drawn)
    81	22	-6	2	-6	-3	-6	-22	5	-15	-1.6
3) Cc1ccc(CC(=O)OCCNC(=O)c2cccnc2)cc1
    102	-17	5	8	-9	11	12	17	-8	-5	2.3
4) O=C(NCC1COc2ccccc2O1)c1ccc(Cl)c(S(=O)(=O)N2CCCC2)c1 (stereo not drawn)
    /	0	-1	-4	-2	0	-1	0	-7	-13	-6.7
5) COc1ccc(/C=N/NC(=O)c2ccc3nc[nH]c3c2)c(OC)c1
    98	29	3	4	-9	8	265	-29	5	-7	-1.2
6) COc1ccc(/C=N/NC(=O)C(=O)N2CCCCCC2)cc1
    111	-22	7	-2	-6	-8	163	22	-10	0	-1.9
7) CC(C)c1ccc(NC(=O)COC(=O)COc2ccccc2)cc1
    90	-28	-1	-1	-1	4	17	28	-2	-3	-1.2
8) CC(C)c1cc(CNC(=O)CC2C(=O)NCCN2CC2CCCCC2)on1 (stereo not drawn)
    97	-15	1	-3	0	25	-15	15	/	-4	-3.9
9) Cc1csc(=O)n1CC(=O)OCc1cccc2ccccc12
    72	50	0	-1	-3	1	-17	-50	/	-3	-0.5
10) O=C(c1ccccc1)N1CCN(S(=O)(=O)c2cccc(NS(=O)(=O)c3ccccc3)c2)CC1
    /	-23	/	/	-1	-1	7	23	5	-11	-0.6
11) O=C1/C(=C/c2cccs2)CCC1C1CCCC1 (stereo not drawn)
    95	/	-6	1	-2	4	-4	/	64	-9	0.7
12) Cc1ccc(S(=O)(=O)N2CCC(NC(=O)c3cccnc3)CC2)cc1Cl
    107	/	-1	-5	63*	-3	-6	/	/	-5	-0.4
13) COc1ccccc1NC(=O)C1=C(C)N(c2ccccc2)C(=S)NC1c1cccc(C(F)(F)F)c1 (stereo not drawn)
    102	30	1	0	0	3	-4	-30	/	-5	0.2
14) CCCC/S(CC1CC1(Cl)Cl)=N\S(=O)(=O)c1ccc(C)cc1 (stereo not drawn)
    111	-2	-10	4	0	0	-5	2	2	-4	-5.2
15) COc1ccc(C2N(C(C)=O)CCN2S(=O)(=O)c2ccc(C)cc2)cc1 (stereo not drawn)
    108	-7	-14	7	17	-6	100	7	1	-6	0.4
16) CCc1ccc(-c2cc(C(=O)N/N=C/c3ccco3)[nH]n2)cc1
    100	15	-5	-7	4	1	-4	-15	37	3	0.6
17) C=CCn1c(SCC2CCCCO2)nc2sc(CC)cc2c1=O (stereo not drawn)
    99	/	-16	-6	-5	32	5	/	-8	-6	-1.3
18) S=C(NNc1nc(Nc2ccccc2)nc(N2CCCCC2)n1)NC1CCCCC1
    99	-11	-18	3	0	-12	-3	11	2	1	2.5
19) Cc1cccnc1NC(=O)c1cccc(S(=O)(=O)N2CCCc3ccccc32)c1
    106	17	-1	6	1	-1	111	-17	6	-12	-0.7
20) CCOC(=O)C(=O)Nc1ccccc1C(N)=O
    107	-3	5	-2	2	0	7	3	-11	-8	-0.8
21) COc1ccc(C(=O)O/N=C(\N)c2ccccn2)cc1[N+](=O)[O-]
    108	7	5	-12	1	-6	-7	-7	55	0	0.8
22) COc1cc(NC(=O)N[C@H](C(=O)O)C(C)C)cc(OC)c1
    98	-11	3	-6	0	8	-16	11	4	-9	-5.2
23) CCOC(=O)CNS(=O)(=O)c1ccc(C(=O)O)cc1
    76	-26	0	-8	0	3	2	26	-1	-5	-1.4
24) Cc1ccc(S(=O)(=O)N2CCN(S(C)(=O)=O)CC2)cc1
    99	-12	4	0	1	10	-12	12	0	-14	-0.1
25) COc1ccc(CCNC(=O)Cn2c(=O)n(CC3CCCO3)c(=O)c3cc(OC)c(OC)cc32)cc1OC (stereo not drawn)
    92	/	3	4	/	6	2	/	-8	-9	-0.9
26) O=C(O)C(Oc1ccc2ccccc2c1)c1ccccc1 (stereo not drawn)
    112	-19	2	2	10	-12	-11	19	/	-5	-2.6
27) COc1ccccc1Cn1cnc2cccnc21
    94	-12	-1	-10	11	21	-17	12	/	-4	-1.4
28) CC1(C)CC(=O)c2cnc(N3CCc4ccccc43)nc2C1
    /	7	-10	-8	-13	8	-11	-7	/	-8	-0.4
29) COC(=O)c1cccc(C(=O)Oc2cccc(Br)c2)n1
    104	-17	0	-6	-2	9	-2	17	/	1	-2.6
30) CCCOc1ccc(N2CC(C(=O)Nc3ncccc3C)CC2=O)cc1 (stereo not drawn)
    98	-4	3	-8	-5	14	347	4	13	-4	-0.9
31) CC1(C)CC(=O)C2=C(C1)Nc1ccccc1NC2c1ccc(F)c(F)c1 (stereo not drawn)
    107	20	5	3	-1	-13	4	-20	-9	-6	-0.2
32) CSc1ncccc1C(=O)OCC(=O)N1CCOCC1
    76	-4	-14	-11	-6	13	5	4	-4	-7	-3.2
33) COc1ccccc1CNC(=O)CC(C)C
    /	-4	7	10	-9	11	-10	4	-1	-6	1.6
34) COc1ccccc1CNC(=O)CSc1nc(=O)n(Cc2ccncc2)c2c1CCC2
    101	-10	2	-7	-1	39	-1	10	-1	-1	-1.3
35) COc1ccc(CC(=O)Nc2ccc(C(=O)O)cc2NC(=O)Cc2ccc(OC)cc2)cc1
    97	-27	7	-5	-1	1	13	27	4	-7	-0.5
36) CC(C)N(C(=O)CSc1nnc(NC2CC2)s1)c1ccccc1
    95	-5	-4	3	1	-1	43	5	-10	4	0.1
37) CCSc1nc(N2CCCCC2)c2c(c1C#N)CCCC2
    100	76*	9	-2	-5	2	-16	-76	18	-1	0.8
38) Cc1ccc(N2CC(C(=O)NCCS(=O)(=O)N3CCN(c4ccccc4)CC3)CC2=O)cc1 (stereo not drawn)
    96	-32	0	-5	-2	2	16	32	1	-3	2.4
39) O=C(Nc1ccccc1C(F)(F)F)c1ccccn1
    113	-23	-2	-4	-4	-22	-1	23	20	-4	0.2
40) CC(C)(C)c1cc(OC(=O)c2ccncc2)ccc1O
    95	-19	-7	0	1	-3	1	19	0	-1	-0.9
41) O=C(CCCc1ccccn1)c1cccc2ccccc12
    98	-9	-1	-2	1	12	/	9	29	-6	0.6
42) O=C(CCCSc1nc2ccccc2s1)NCc1ccc2c(c1)OCO2
    107	-25	-2	2	-3	-2	7	25	-19	-15	0.3
43) Cc1ccc(C(=O)NCCc2nnc3ccc(SCC(=O)Nc4ccc(C)cc4C)nn23)cc1
    115	21	-6	-8	-1	-16	-4	-21	1	-4	-1.5
44) Cc1ccc(NC(=O)C2CCCN(S(=O)(=O)c3c(C)noc3C)C2)cc1F (stereo not drawn)
    97	-2	-4	-3	/	0	321	2	-18	6	-1.4
45) Cc1ccc(C)n1-c1nnc(N2CCC(C(=O)NCCCN3CC(C)CC(C)C3)CC2)s1 (stereo not drawn)
    130	-18	-9	-10	8	-8	114	18	9	0	1.1
46) O=C(N/N=C/c1cccc(O)c1)c1ccc2c(c1)OCCO2
    105	11	-3	-2	3	25	12	-11	11	-7	2.6
47) CC(C)(C)c1ccc(C(=O)NC(=O)COC(=O)CCS(=O)(=O)c2ccccc2)cc1
    /	-15	-3	9	-1	14	-6	15	/	-9	1.8
48) Cc1csc(N2CCCC2c2nc3cc(Cl)c(N4CCCCC4)cc3n2CCOCCO)n1 (stereo not drawn)
    105	-12	2	-7	/	20	42	12	3	-8	-0.8
49) COc1cc(/C=N/NC(=O)c2ccc(CSc3nncn3C)cc2)ccc1OCC(=O)N1CC(C)OC(C)C1 (stereo not drawn)
    100	-5	-3	3	-1	38	/	5	1	-1	-1.0
50) CCN1C(=O)c2cccc3c(NC(=O)c4ccc5c(c4)OCCO5)ccc1c23
    656	58	-18	-2	4	2	2	-58	31	-9	3.5
51) CC(C(=O)NC1C=CS(=O)(=O)C1)N1C(=O)/C(=C/c2ccc(Cl)cc2)SC1=S (stereo not drawn)
    96	17	0	-2	7	-11	215	-17	-2	0	0.5
52) Cc1c(-c2ccccc2)n[nH]c1C(=O)N=Nc1c(O)[nH]c2ccccc12
    87	-11	-3	4	/	4	11	11	29	-2	0.5
53) Cc1ccc(S(=O)(=O)N2CCC(C(=O)OCC(=O)N(C)CC(=O)Nc3ccc(F)cc3)CC2)cc1C
    108	0	-2	-4	-1	-5	-14	0	5	-6	-1.7
54) CCc1ccc(OCC(=O)NC(=S)Nc2ccc(C)cc2C)c(Br)c1
    82	19	-3	-6	-4	4	-7	-19	11	-8	-1.0
55) C=CCOC(=O)C1=C[C@@H](c2coc3ccccc3c2=O)[C@H](CCCO)[C@@H](OCC)O1
    108	14	-4	-5	/	-1	-22	-14	-2	-3	1.2
56) Nc1c(O)cccc1C(=O)O
    104	-2	-3	-4	/	0	-1	2	-3	-2	-0.9
57) C[C@H](CO)N1C[C@H](C)[C@@H](CN(C)S(=O)(=O)c2cn(C)cn2)Oc2ccc(NC(=O)Nc3ccc4c(c3)OCO4)cc2C1=O
    102	-12	-12	0	/	12	-6	12	-5	-4	-4.0
58) CCCCNS(=O)(=O)c1ccc(OCC(=O)OC)cc1
    99	-9	-2	-5	-2	-1	4	9	0	-2	-4.8
59) COC(=O)CC(=O)Cc1nc(N)nc(Nc2ccc(C)c(C)c2)n1
    95	1	-5	-10	-2	0	25	-1	-3	3	4.0
60) C[C@H]1CN(C2CCCCC2)C(=O)[C@@H]1CC(=O)NCc1ccccc1
    101	8	3	4	/	33	-2	3	1	-2	1.1
61) Cc1cccc([N+](=O)[O-])c1NC(=O)CN(Cc1ccccc1)Cc1ccccc1
    100	11	-3	-10	2	10	-9	-11	7	-11	0.6
